INS-1E ATP HTS: protection of INS-1E cells from cytokine death, primary screen, ATP luminescence, single point. 20,000 tested, 0.1% active. protection from cytokine-induced ATP loss, % at 10 µM. INS-1E cytokine-induced death, 48 h; normalised: neutral wells 0, positive control 100. AID 488910, 2010;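 active = mean replicate protection from cytokine-induced ATP loss at least 50% and at least 75% of replicates each reaching 50%; inconclusive = meets only one of the two criteria, mean or replicate share; inactive = fails both the mean and replicate share criteria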
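assay system = INS-1E rat insulinoma cells | amount = 8000 cells per well | medium = phenol-red-free RPMI with 5% fetal bovine serum | doses = one compound concentration, pin transfer | timing = 48 h cytokine plus compound treatment, 10 min reagent incubation | also added = IL-1β, TNF-α and IFN-γ cytokine mix | signal = CellTiter-Glo luminescence measuring cellular ATP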
T cruzi HTS: inhibitors of intracellular Trypanosoma cruzi, primary screen, cell-based, plate reader, single point, set 2 | activity score (inhibition), % at 5.01 µM | intracellular Trypanosoma cruzi in host cells | AID 651903, 2012 | 22,000 tested, 4.9% active; in the data active = activity score above about 55%; inconclusive = no clear call, values can overlap the other calls;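 also: parasites and compound incubated about four days before reading; 0% = median of neutral control wells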
* marks the source's active call; other numbers are inactive results; ? = inconclusive; . = no result given.

SMILES | INS-1E ATP HTS | T cruzi HTS
C[C@@H]1CN([C@H](C)CO)C(=O)Cc2cc(NC(=O)Nc3ccc(F)cc3)ccc2O[C@@H]1CN(C)S(=O)(=O)c1ccc(Cl)cc1 | 5 | 3
Cc1ccc(S(=O)(=O)Nc2ccc3c(c2)C(=O)N([C@@H](C)CO)C[C@@H](C)[C@@H](CN(C)S(=O)(=O)c2ccc(C)cc2)O3)cc1 | -14 | 17
C[C@H]1CN([C@@H](C)CO)C(=O)c2cccc(NC(=O)c3nc4ccccc4s3)c2O[C@H]1CN(C)Cc1ccc(Cl)c(Cl)c1 | -8 | ?
C[C@@H]1CN([C@H](C)CO)C(=O)Cc2cc(NC(=O)NC3CCCCC3)ccc2O[C@@H]1CN(C)Cc1ccccc1 | -9 | 36
C[C@H]1CN([C@@H](C)CO)C(=O)c2cccc(NC(=O)Nc3ccc4c(c3)OCO4)c2O[C@@H]1CN(C)S(=O)(=O)c1cccs1 | 5 | -5
COc1ccc(NC(=O)N(C)C[C@H]2Oc3ccc(NC(=O)Nc4ccc(C(F)(F)F)cc4)cc3CC(=O)N([C@@H](C)CO)C[C@H]2C)cc1 | -4 | 5
C[C@@H]1CN([C@@H](C)CO)C(=O)c2cc(NC(=O)c3ccncc3)ccc2O[C@H]1CN(C)C(=O)Nc1cccc2ccccc12 | 9 | -2
COc1ccc(S(=O)(=O)N(C)C[C@H]2Oc3ccc(NC(=O)Cc4ccccc4)cc3C(=O)N([C@H](C)CO)C[C@H]2C)cc1 | -2 | 3
C[C@H]1CN([C@@H](C)CO)C(=O)Cc2cc(NC(=O)CCCCCC(=O)Nc3ccccc3N)ccc2O[C@H]1CN(C)S(=O)(=O)c1cn(C)cn1 | 9 | -51
COc1ccc(S(=O)(=O)N(C)C[C@@H]2Oc3ccc(NC(=O)Nc4ccccc4)cc3C(=O)N([C@@H](C)CO)C[C@@H]2C)cc1 | -3 | 0
CC(C)NC(=O)Nc1ccc2c(c1)C(=O)N([C@@H](C)CO)C[C@H](C)[C@@H](CN(C)Cc1ccc(C(=O)O)cc1)O2 | 6 | -5
CNC[C@@H]1Oc2ccc(NS(=O)(=O)c3cccs3)cc2C(=O)N([C@@H](C)CO)C[C@@H]1C | 0 | 5
Cc1noc(C)c1S(=O)(=O)Nc1ccc2c(c1)C(=O)N([C@@H](C)CO)C[C@H](C)[C@H](CN(C)Cc1ccc(C(=O)Nc3ccccc3N)cc1)O2 | -8 | 74*
C[C@@H]1CCCCO[C@H](CN(C)C(=O)c2ccccc2)[C@@H](C)CN([C@H](C)CO)C(=O)c2cc(NC(=O)CCC(F)(F)F)ccc2O1 | -7 | -11
CC(C)NC(=O)Nc1ccc2c(c1)C(=O)N([C@H](C)CO)C[C@H](C)[C@@H](CN(C)Cc1ccc(Oc3ccccc3)cc1)O2 | -12 | -28
C[C@H](CO)N1C[C@H](C)[C@@H](CN(C)Cc2ccccc2)Oc2c(NC(=O)Nc3ccccc3)cccc2C1=O | -13 | 3
C[C@@H]1CCCCO[C@@H](CN(C)C(=O)CCC(F)(F)F)[C@@H](C)CN([C@H](C)CO)C(=O)c2cc(NC(=O)C3CCCCC3)ccc2O1 | -3 | -15
C[C@@H]1CN([C@@H](C)CO)C(=O)Cc2cc(NC(=O)Nc3cccc4ccccc34)ccc2O[C@@H]1CN(C)Cc1ccc(Oc2ccccc2)cc1 | -1 | 68*
C[C@H]1CN([C@@H](C)CO)C(=O)c2cc(NS(=O)(=O)c3ccccc3)ccc2O[C@H]1CN(C)S(=O)(=O)c1ccc(F)cc1 | -7 | 21
Cc1ccc(S(=O)(=O)Nc2ccc3c(c2)CC(=O)N([C@@H](C)CO)C[C@H](C)[C@H](CN(C)S(=O)(=O)c2cccs2)O3)cc1 | 12 | 3
Cc1noc(C)c1NC(=O)N(C)C[C@H]1Oc2ccc(NC(=O)NC(C)C)cc2CC(=O)N([C@@H](C)CO)C[C@@H]1C | 4 | -17
O=C(N/N=C/c1ccc(O)cc1O)c1ccccn1 | -2 | 30
Cc1noc(C)c1NC(=O)Nc1ccc2c(c1)CC(=O)N([C@H](C)CO)C[C@@H](C)[C@@H](CN(C)Cc1ccc(Cl)c(Cl)c1)O2 | -6 | -9
C[C@H]1CN([C@@H](C)CO)C(=O)CCCn2cc(nn2)CO[C@@H]1CN(C)C(=O)C1CC1 | 2 | -23
C[C@@H]1CN([C@H](C)CO)C(=O)Cc2cc(NC(=O)CCCCCC(=O)Nc3ccccc3N)ccc2O[C@@H]1CN(C)C(=O)Nc1cccc2ccccc12 | 10 | -37
Cc1noc(C)c1NC(=O)Nc1ccc2c(c1)C(=O)N([C@H](C)CO)C[C@H](C)[C@@H](CN(C)CC1CCCCC1)OCCCC[C@@H](C)O2 | -11 | 11
C[C@H](CO)N1C[C@H](C)[C@@H](CN(C)S(=O)(=O)c2ccccc2)Oc2ccc(NC(=O)Cc3cn(C)c4ccccc34)cc2C1=O | -3 | 7
C[C@H](CO)N1C[C@H](C)[C@@H](CN(C)CC2CC2)Oc2c(NC(=O)C3CC3)cccc2C1=O | 1 | -13
C[C@H](CO)N1C[C@H](C)[C@@H](CN(C)C(=O)NC2CCCCC2)Oc2c(NC(=O)Nc3ccc(C(F)(F)F)cc3)cccc2C1=O | -21 | 10
COc1ccc(NC(=O)N(C)C[C@@H]2Oc3ccc(NS(=O)(=O)c4ccc(OC)cc4)cc3CC(=O)N([C@H](C)CO)C[C@@H]2C)cc1 | 13 | -20
COc1ccc(S(=O)(=O)N(C)C[C@@H]2Oc3ccc(NS(=O)(=O)c4ccccc4)cc3CC(=O)N([C@H](C)CO)C[C@H]2C)cc1 | 11 | -15
C[C@@H]1CN([C@@H](C)CO)C(=O)c2cccc(NS(=O)(=O)c3ccc(F)cc3)c2O[C@H]1CN(C)Cc1ccc(-c2ccccc2)cc1 | 4 | 10
C[C@H]1CN([C@@H](C)CO)C(=O)c2cccc(NS(=O)(=O)c3ccc(F)cc3)c2O[C@H]1CN(C)Cc1ccc2c(c1)OCO2 | -3 | -10
CNC[C@H]1Oc2ccc(NS(=O)(=O)c3cccs3)cc2CC(=O)N([C@H](C)CO)C[C@H]1C | 1 | -12
C[C@@H]1CCCCO[C@@H](CN(C)CC2CC2)[C@@H](C)CN([C@H](C)CO)C(=O)c2cc(NC(=O)Nc3ccccc3)ccc2O1 | 0 | -25
C[C@@H]1CN([C@@H](C)CO)C(=O)c2cccc(NS(C)(=O)=O)c2O[C@@H]1CN(C)S(C)(=O)=O | 10 | -17
C[C@@H]1CN([C@H](C)CO)C(=O)c2cc(NC(=O)Nc3cccc4ccccc34)ccc2O[C@H]1CN(C)S(=O)(=O)c1ccc(F)cc1 | 0 | 14
C[C@H](CO)N1C[C@H](C)[C@H](CN(C)C(=O)Nc2cccc3ccccc23)OCc2cnnn2CCCC1=O | . | -13
COC(=O)N(C)C[C@@H]1OCc2cnnn2CCCC(=O)N([C@H](C)CO)C[C@@H]1C | -2 | -20
C[C@H](CO)N1C[C@H](C)[C@H](CN(C)Cc2ccc(C(=O)O)cc2)Oc2c(NC(=O)Nc3ccc(F)cc3)cccc2C1=O | 2 | -3
C[C@@H]1CN([C@H](C)CO)C(=O)Cc2cc(NC(=O)C3CCCCC3)ccc2O[C@H]1CN(C)Cc1ccc(C(=O)Nc2ccccc2N)cc1 | 0 | 49
COc1ccc(CN(C)C[C@@H]2Oc3c(NC(=O)Nc4ccc(OC)cc4)cccc3C(=O)N([C@H](C)CO)C[C@H]2C)cc1 | -15 | 9
C[C@H](CO)N1C[C@H](C)[C@@H](CN(C)C(=O)NC2CCCCC2)Oc2ccc(NS(=O)(=O)c3ccccc3)cc2C1=O | -1 | 1
COc1ccc(NC(=O)N(C)C[C@H]2Oc3ccc(NC(=O)Cc4cn(C)c5ccccc45)cc3C(=O)N([C@@H](C)CO)C[C@H]2C)cc1 | -5 | 6
C[C@@H]1CN([C@@H](C)CO)C(=O)c2cccc(NS(=O)(=O)c3ccccc3)c2O[C@@H]1CN(C)C(=O)Nc1ccc(C(F)(F)F)cc1 | -14 | 18
Cc1noc(C)c1NC(=O)N(C)C[C@@H]1Oc2ccc(NS(=O)(=O)c3cccs3)cc2C(=O)N([C@H](C)CO)C[C@H]1C | -4 | -4
Cc1ccc(S(=O)(=O)N(C)C[C@@H]2Oc3ccc(NS(=O)(=O)c4cccs4)cc3C(=O)N([C@H](C)CO)C[C@@H]2C)cc1 | -6 | -15
C[C@H](CO)N1C[C@H](C)[C@@H](CN(C)Cc2ccc(-c3ccccc3)cc2)OCc2cnnn2CCCC1=O | . | 65*
C[C@H]1CN([C@@H](C)CO)C(=O)c2cc(NC(=O)CCN3CCOCC3)ccc2O[C@H]1CN(C)C(=O)NC1CCCCC1 | 6 | -7
C[C@@H]1CN([C@@H](C)CO)C(=O)CCCn2cc(nn2)CO[C@@H]1CN(C)Cc1ccc(C(=O)O)cc1 | . | -28
C[C@H](CO)N1C[C@H](C)[C@H](CN(C)C(=O)Nc2ccc(F)cc2)Oc2ncc(C#CCN(C)C)cc2C1=O | 5 | 1
C[C@H](CO)N1C[C@H](C)[C@H](CN(C)C)Oc2ccc(NC(=O)C3CC3)cc2C1=O | 2 | -16
C[C@H]1CN([C@@H](C)CO)C(=O)Cc2cc(NC(=O)Nc3ccc(F)cc3)ccc2O[C@H]1CN(C)S(=O)(=O)c1ccc(Cl)cc1 | -14 | 5
COc1ccc(CN(C)C[C@H]2Oc3ccc(NC(=O)CCN4CCOCC4)cc3CC(=O)N([C@@H](C)CO)C[C@@H]2C)cc1 | -2 | -6
C[C@H](CO)N1C[C@H](C)[C@H](CN(C)Cc2ccc3c(c2)OCO3)Oc2ccc(NC(=O)Nc3ccc4c(c3)OCO4)cc2CC1=O | -8 | 13
Cc1noc(C)c1S(=O)(=O)N(C)C[C@H]1Oc2ccc(NS(C)(=O)=O)cc2CC(=O)N([C@@H](C)CO)C[C@H]1C | 2 | -1
C[C@H](CO)N1C[C@H](C)[C@H](CN(C)C(=O)NC2CCCCC2)Oc2c(NC(=O)NC3CCCCC3)cccc2C1=O | -6 | 52
COc1ccc(NC(=O)N(C)C[C@@H]2Oc3ccc(NC(=O)NC4CCCCC4)cc3C(=O)N([C@H](C)CO)C[C@H]2C)cc1 | 6 | -9
Cc1noc(C)c1NC(=O)Nc1ccc2c(c1)CC(=O)N([C@@H](C)CO)C[C@H](C)[C@H](CN(C)C(=O)Nc1cccc3ccccc13)O2 | 9 | -15
C[C@@H]1CN([C@@H](C)CO)C(=O)c2cccc(NC(=O)C3CCOCC3)c2O[C@H]1CN(C)Cc1ccncc1 | 7 | -11

Taken from above, 11 compounds:
SMILES | INS-1E ATP HTS | T cruzi HTS
Cc1ccc(S(=O)(=O)N(C)C[C@@H]2Oc3ccc(NS(=O)(=O)c4cccs4)cc3C(=O)N([C@H](C)CO)C[C@@H]2C)cc1 | -6 | -15
C[C@H](CO)N1C[C@H](C)[C@@H](CN(C)Cc2ccc(-c3ccccc3)cc2)OCc2cnnn2CCCC1=O | . | 65*
C[C@H]1CN([C@@H](C)CO)C(=O)c2cc(NC(=O)CCN3CCOCC3)ccc2O[C@H]1CN(C)C(=O)NC1CCCCC1 | 6 | -7
C[C@@H]1CN([C@@H](C)CO)C(=O)CCCn2cc(nn2)CO[C@@H]1CN(C)Cc1ccc(C(=O)O)cc1 | . | -28
C[C@H](CO)N1C[C@H](C)[C@H](CN(C)C(=O)Nc2ccc(F)cc2)Oc2ncc(C#CCN(C)C)cc2C1=O | 5 | 1
C[C@H](CO)N1C[C@H](C)[C@H](CN(C)C)Oc2ccc(NC(=O)C3CC3)cc2C1=O | 2 | -16
C[C@H]1CN([C@@H](C)CO)C(=O)Cc2cc(NC(=O)Nc3ccc(F)cc3)ccc2O[C@H]1CN(C)S(=O)(=O)c1ccc(Cl)cc1 | -14 | 5
COc1ccc(CN(C)C[C@H]2Oc3ccc(NC(=O)CCN4CCOCC4)cc3CC(=O)N([C@@H](C)CO)C[C@@H]2C)cc1 | -2 | -6
C[C@H](CO)N1C[C@H](C)[C@H](CN(C)Cc2ccc3c(c2)OCO3)Oc2ccc(NC(=O)Nc3ccc4c(c3)OCO4)cc2CC1=O | -8 | 13
Cc1noc(C)c1S(=O)(=O)N(C)C[C@H]1Oc2ccc(NS(C)(=O)=O)cc2CC(=O)N([C@@H](C)CO)C[C@H]1C | 2 | -1
C[C@H](CO)N1C[C@H](C)[C@H](CN(C)C(=O)NC2CCCCC2)Oc2c(NC(=O)NC3CCCCC3)cccc2C1=O | -6 | 52

(further entries)
SMILES | INS-1E ATP HTS | T cruzi HTS
C[C@H](CO)N1C[C@H](C)[C@H](CN(C)S(=O)(=O)c2ccc(Cl)cc2)Oc2c(NC(=O)Nc3ccccc3)cccc2C1=O | -6 | -73
COc1ccc(NC(=O)N(C)C[C@@H]2Oc3ccc(NC(=O)CCCCCC(=O)Nc4ccccc4N)cc3CC(=O)N([C@@H](C)CO)C[C@@H]2C)cc1 | 8 | -66
Cc1cc(C(=O)Nc2cccc3c2O[C@@H](CN(C)S(=O)(=O)c2c(C)noc2C)[C@@H](C)CN([C@@H](C)CO)C3=O)n(C)n1 | 10 | -12
C[C@H](CO)N1C[C@H](C)[C@@H](CN(C)S(=O)(=O)c2cccs2)Oc2ccc(NC(=O)Nc3ccc4c(c3)OCO4)cc2C1=O | 14 | -3
C[C@@H]1CN([C@@H](C)CO)C(=O)Cc2cc(NC(=O)CCC(F)(F)F)ccc2O[C@@H]1CN(C)Cc1ccncc1 | -4 | 7

Assay outcomes: PubChem, Broad Institute
